EWS-Fli inh – EWS/Fli-driven NR0B1 reporter inhibitors, primary screen, A673 cells, NR0B1 luciferase, luminescence, MLPCN library; viability-normalised; actives 0.67% (n = 350,000); AID 651661, 2012; inhibition, % at 12.6 µM;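 active = mean inhibition of at least 50% after viability correction, with every replicate also passing that limit; inconclusive = mean reaches 50% but only one of two replicates passes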;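 note: firefly luciferase signal divided by Alamar Blue viability fluorescence both relative to DMSO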
Xi reactivation – activators of inactive X chromosome reactivation, primary screen, imaging, XiGFP fibroblasts, GFP high-content imaging, set 2 | XiGFP mouse fibroblasts, % GFP-positive cells imaging, 3 d; cells co-treated with 5-aza-dC sensitizer; scaled so ellipticine positive control = 100% | actives 0.055% (n = 360,000) | activation, % at 7.58 µM;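 active = mean normalized replicate activation at least 10% and every replicate at or above 10%; inconclusive = only one of the two criteria met; inactive = mean below 10% and not all replicates reach 10%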;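 note: 0% = median of on-plate neutral control wells and 100% = ellipticine 6 µM median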
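Material: XiGFP fibroblasts, SV40-immortalized; Buffer or medium: DMEM containing 5-aza-dC; Compound dosing: single point; Times: 3 days compound exposure.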
S100A4 inh HTS – inhibitors of S100A4-myosin IIA peptide binding, primary screen, biochemical, fluorescence polarization, TAMRA-MyoIIA peptide. inhibition, % at 10.7 µM. actives 0.14% (n = 360,000);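 active = mean inhibition of at least 70% across replicates, with every replicate also reaching that level; inconclusive = mean inhibition reaches 70% but some replicates fall short; inactive = mean inhibition below 70%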
Target sequence (P26447 whole entry, looked up): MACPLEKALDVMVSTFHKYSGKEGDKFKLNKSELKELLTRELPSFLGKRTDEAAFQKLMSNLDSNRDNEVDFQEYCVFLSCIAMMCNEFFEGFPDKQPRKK
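Material: human S100A4 monomer with TAMRA-labelled myosin IIA peptide; buffer or medium: HEPES pH 7.2 with CaCl2, KCl, NaCl, DTT, Triton; compound dosing: one concentration per compound; schedule: 5 min incubation before reading; benchmarks: neutral control DMSO, positive control TFP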
E-selectin induc – E-selectin induction in HUVECs, primary screen, imaging, HUVEC, immunofluorescence imaging, single point. P16581. normalized: neutral wells 0, TNF-alpha wells 100. activation, % at 7.58 µM. actives 0.37% (n = 260,000). AID 686992, 2013;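 active = mean E-selectin-positive cell signal at least 10% of the positive control, reached in at least 60% of replicates, without over 20% cell loss; inconclusive = no rule given, readout overlaps actives, possibly toxicity-flagged; inactive = the rest, including those meeting only one limit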;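 note: in these data hits start at about 27%; measured in HUVEC primary endothelial cells; signal is the percent of cells scored E-selectin positive by PE staining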
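Read-out basis: % PE-positive cells; Test system: HUVEC primary endothelial cells; Technique: immunofluorescence imaging; Dosing: single-point compound dose.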
RAD54 branch – inhibitors of human RAD54 branch migration, primary screen, biochemical, fluorescence, single point; DNA repair and recombination protein RAD54-like (Homo sapiens), Q92698; RAD54 Holliday junction branch migration, FAM/BHQ fluorescence; inhibition, % at 10.4 µM; actives 0.14% (n = 360,000);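 active = mean normalized replicate activity at least 40 and at least half of replicates scoring 40 or more; inconclusive = only one of the two criteria met; inactive = mean below 40 and under half of replicates reaching 40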;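 note: 0% = median of neutral control wells and 100% = median of positive control wells; inhibitors cause a drop in the FAM fluorescence signal; in these data hits start at about 50%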
esBAF inh – Bmi1 luciferase reporter increase in mESCs, primary screen, esBAF inhibitor project, mouse ES cells, Bmi1 luciferase knock-in, single point; actives 2% (n = 350,000); AID 602393, 2012; 24 h; 100% = twice the neutral-well signal; reporter increase, % at 12.5 µM; in the data active = activation above about 40%; inconclusive = no clear call, values can overlap the other calls;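 note: 0% = median of the plate's neutral control wells and 100% = double that signal; a rise in the Bmi1 reporter signal indicates esBAF inhibition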
FN deposit inh – inhibitors of fibronectin matrix deposition, primary screen, AH1F cells, Alexa488-fibronectin fluorescence, plate reader; AH1F fibroblasts, overnight; inhibition, % at 12.6 µM; actives 0.086% (n = 350,000); AID 743247, 2014;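 active = mean inhibition across replicates of 30% or more, regardless of how many single replicates reach that level; inconclusive = mean under 30% yet at least half of replicates reach 30%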;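 note: positive control wells lacked labelled fibronectin entirely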
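material = AH1F fibroblast monolayer depositing Alexa488-labelled fibronectin into matrix | amount = 10000 AH1F cells/well | buffer or medium = DMEM plus 2% serum, read in PBS | incubation = 1 h cell adhesion before compound, then overnight fibronectin incubation | detection = fluorescence at 485 nm excitation, 525 nm emission | evaluation = percent inhibition as loss of matrix-bound fibronectin fluorescence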
RAD52 anneal inh – RAD52 DNA annealing inhibitors, primary screen, biochemical, FRET, single point, set 2. inhibition, % at 18.7 µM. actives 0.46% (n = 360,000). recombinant RAD52 DNA annealing, FRET fluorescence. AID 651710, 2012. DNA repair protein RAD52 homolog (Homo sapiens), P43351;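 active = every replicate showing at least 50% inhibition; inconclusive = mean inhibition at least 50% but not in every replicate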
Target sequence (P43351 whole entry, looked up): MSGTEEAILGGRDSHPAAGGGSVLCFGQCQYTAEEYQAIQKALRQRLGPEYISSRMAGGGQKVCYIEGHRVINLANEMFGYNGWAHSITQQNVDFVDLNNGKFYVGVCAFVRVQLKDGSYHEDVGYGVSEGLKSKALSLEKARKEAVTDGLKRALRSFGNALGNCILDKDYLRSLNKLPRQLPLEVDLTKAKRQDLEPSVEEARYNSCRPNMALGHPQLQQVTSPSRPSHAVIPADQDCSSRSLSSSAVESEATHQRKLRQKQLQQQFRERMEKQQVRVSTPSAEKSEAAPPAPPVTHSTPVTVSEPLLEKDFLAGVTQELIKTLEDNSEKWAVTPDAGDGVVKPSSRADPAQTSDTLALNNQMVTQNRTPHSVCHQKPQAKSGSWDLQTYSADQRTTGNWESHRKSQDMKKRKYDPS
The depositor's hits bear a star; u = inconclusive; x = not tested or not shown.

mol	S100A4 inh HTS	RAD52 anneal inh	EWS-Fli inh	esBAF inh	Xi reactivation	RAD54 branch	FN deposit inh	E-selectin induc
C[C@H](O)C#Cc1ccc([C@H]2[C@H](CO)N3CCCCN(C(=O)c4cccc(F)c4)C[C@@H]23)cc1	-7	-8	-7	7	0.2	5	x	-0.5
Cc1ccc(S(=O)(=O)/N=C(/c2ccc(F)cc2)N2CCCC2)cc1	-2	-6	-3	x	0.3	x	-3	x
Cc1cccc(NC(=O)CSc2cc(C)c(C#N)c3nc4ccccc4n23)c1	4	-41	16	-1	0.0	-10	-3	-0.4
N#Cc1ccc(NC(=O)Cn2cnc(S(=O)(=O)N3CCCC3)c2)cc1	-1	-6	x	0	0.0	-1	-1	0.1
Cc1noc(C)c1S(=O)(=O)NC(=O)C1(C)CCN1C(=O)c1ccccc1CCc1ccccc1 (stereo not given)	18	-12	3	-2	-0.1	15	5	-0.1
O=C(CSc1cccc2cccnc12)Nc1cc(C(=O)O)cc(C(=O)O)c1	3	-9	28	0	0.0	3	3	0.7
Nc1[nH]c(C(=O)c2ccccc2)c(-c2cccc3ccccc23)c1C(=O)NCc1ccc(F)c(F)c1	-3	-11	-21	x	-0.1	x	-8	-0.1
O=C1CCCn2cc(nn2)COCC2CCCN12 (stereo not given)	u	7	5	x	0.3	x	12	x
CCOC(=O)CCNC(=O)N1CCCC(C(=O)c2cccc(OC(C)C)c2)C1 (stereo not given)	-2	-8	9	1	0.1	3	-3	0.0
CCC(=O)c1cn(CCOc2ccccc2OC)c2ccccc12	-1	1	8	9	0.3	1	5	x
CNC[C@@H]1Oc2c(NC(=O)c3nc4ccccc4s3)cccc2C(=O)N([C@@H](C)CO)C[C@H]1C	-5	14	11	-1	-0.3	14	15	0.1
Cc1noc(C)c1S(=O)(=O)N(C)C[C@H]1Oc2ccc(NC(=O)NC3CCCCC3)cc2CC(=O)N([C@H](C)CO)C[C@@H]1C	-4	7	4	5	-0.7	3	-2	-3.7
CCN(CC)C(=O)C1=C(C)N(Cc2ccccc2)C(=O)C(CC(=O)NCc2ccco2)C1 (stereo not given)	u	3	0	-5	-0.1	10	2	-0.2
O=S(=O)(NCc1csc(-c2cccs2)n1)c1cccs1	-5	-11	-12	26	0.0	x	-11	x
CC1CCc2c(sc(NC(=O)COC(=O)c3ccc(NC(=O)CC#N)cc3)c2C#N)C1 (stereo not given)	-5	-32	-16	-10	0.1	-3	-4	3.3
COc1ccc(NC2CCCN(C(=O)c3cccc(N4CCNC4=O)c3)C2)cc1 (stereo not given)	-3	-18	-3	-3	0.1	10	1	x
NNC(=O)c1nc2ccccc2s1	-2	-16	-60	68*	0.1	-6	-7	0.5
O=C(c1ccccc1)N1CCN(CC(O)COc2cccc3ccccc23)CC1 (stereo not given)	-4	-1	17	-2	0.0	6	5	x
CC(/C=C/c1ccco1)=N\NC(=O)c1cccc(Cl)c1	-3	-45	2	x	0.0	7	1	-1.1
Cc1cccc2sc(N3CCN(C(=O)c4cccs4)CC3)nc12	-2	-15	-5	6	0.0	5	-4	x

Compound profiles, from the list above. Order of screens: S100A4 inh HTS | RAD52 anneal inh | EWS-Fli inh | esBAF inh | Xi reactivation | RAD54 branch | FN deposit inh | E-selectin induc
`Nc1[nH]c(C(=O)c2ccccc2)c(-c2cccc3ccccc23)c1C(=O)NCc1ccc(F)c(F)c1` is entered as -3 | -11 | -21 | x | -0.1 | x | -8 | -0.1
`COc1ccc(NC2CCCN(C(=O)c3cccc(N4CCNC4=O)c3)C2)cc1` (stereo not given) is entered as -3 | -18 | -3 | -3 | 0.1 | 10 | 1 | x

(next part)
mol	S100A4 inh HTS	RAD52 anneal inh	EWS-Fli inh	esBAF inh	Xi reactivation	RAD54 branch	FN deposit inh	E-selectin induc
CCNC(=O)Nc1cc(OC)c(OC)cc1C(=O)O	0	-16	-2	x	-0.2	8	1	1.3
COc1ccccc1C(=O)NC(CCSC)C(=O)OCC(=O)N1CCN(S(=O)(=O)c2ccc(C)cc2)CC1 (stereo not given)	-1	-10	0	-3	0.0	-4	1	-0.4
CO[C@H]1CN(C)C(=O)c2cc(NC(C)=O)ccc2OC[C@H](C)N(C(=O)Cc2ccccn2)C[C@H]1C	7	-7	-2	-1	0.3	5	6	0.1
Cc1ccc(F)cc1-c1nc(NC(C)C)nc2cc(-c3ccccc3)sc12	-2	-6	12	-4	2.2	5	3	0.5
OCCC1CN(Cc2cn[nH]c2C2CCCCC2)CCN1Cc1ccccc1 (stereo not given)	1	-5	2	-5	0.0	5	-20	9.8
CSc1ccc(S(=O)(=O)Nc2ccc(OCC(=O)N3CCOCC3)cc2)cc1	3	-9	4	x	0.0	x	-1	0.1
CCOCCCNC(=S)N1CCC(C(=O)c2ccc3c(c2)OCCO3)CC1	-6	-16	4	x	0.3	x	-7	x
COc1ccc(S(=O)(=O)Nc2ccc3c(c2)C(=O)N([C@@H](C)CO)C[C@H](C)[C@@H](CN(C)CC2CC2)OCCCC[C@H](C)O3)cc1	-6	17	-6	0	-0.7	5	x	1.1
O=C(O)/C(=N/NC(=O)c1ccc(Cl)cc1)c1ccccc1	5	-22	5	19	0.2	2	-4	0.5
COC(=O)[C@]12C[C@H](CC(=O)NCCCCc3ccccc3)C(=O)N(Cc3ccccc3)C1=C[C@H](C1CCCC1)O[C@@H]2C	-1	-6	-6	x	0.2	x	4	0.8
CCOc1ccccc1OCCCC(=O)Nc1ccc(S(=O)(=O)Nc2cc(C)nc(C)n2)cc1	0	-7	-2	-6	0.3	-18	0	x
Cc1ccsc1C(=O)Nc1ccc(O)c(-c2nc3ccccc3s2)c1	-19	-25	13	x	0.9	x	-2	8.2
CCCNC(=O)Nc1ccc2c(c1)C(=O)N(C)C[C@@H](OC)[C@H](C)CN(CCC(F)(F)F)[C@@H](C)CO2	x	x	5	3	0.0	x	-13	0.0
Cc1ccc(NC(=O)c2sc3ncn(CC(=O)N4CCOCC4)c(=O)c3c2C)c(Br)c1	-2	7	x	16	-0.1	-1	1	-0.1
Cc1ccc(/C=N/Nc2ccccn2)s1	3	-12	-109	57*	0.4	-3	-2	x
S=C(NCCc1ccccc1)Nc1ccc(Br)cn1	-1	-9	12	x	0.1	x	16	1.0
CCCC(=O)NC(=S)Nc1ccc(C(C)=O)cc1	-12	-18	-49	x	0.0	x	-7	x
O=c1c2ccccc2ccc2ccccc12	-6	-5	-24	6	0.0	3	1	x
COc1ccc(NC(=O)N[C@H]2CC[C@@H](CCNS(=O)(=O)c3ccccc3F)O[C@@H]2CO)cc1	6	-7	0	-3	0.0	4	-7	0.4
C[C@@H]1CN([C@H](C)CO)C(=O)Cc2cc(NC(=O)Nc3cccc4ccccc34)ccc2O[C@H]1CN(C)Cc1ccc(C(=O)Nc2ccccc2N)cc1	-22	-19	x	x	-1.3	x	x	5.6

In another format: results already given
mol: O=C(CSc1cccc2cccnc12)Nc1cc(C(=O)O)cc(C(=O)O)c1
- S100A4 inh HTS = 3
- RAD52 anneal inh = -9
- EWS-Fli inh = 28
- esBAF inh = 0
- Xi reactivation = 0.0
- RAD54 branch = 3
- FN deposit inh = 3
- E-selectin induc = 0.7
mol: Nc1[nH]c(C(=O)c2ccccc2)c(-c2cccc3ccccc23)c1C(=O)NCc1ccc(F)c(F)c1
- S100A4 inh HTS = -3
- RAD52 anneal inh = -11
- EWS-Fli inh = -21
- esBAF inh = x
- Xi reactivation = -0.1
- RAD54 branch = x
- FN deposit inh = -8
- E-selectin induc = -0.1

(cont.)
mol	S100A4 inh HTS	RAD52 anneal inh	EWS-Fli inh	esBAF inh	Xi reactivation	RAD54 branch	FN deposit inh	E-selectin induc
C[C@H]1CCCCO[C@H](CN(C)C(=O)Cc2ccccc2)[C@@H](C)CN([C@@H](C)CO)C(=O)c2cc(NS(=O)(=O)c3cccs3)ccc2O1	-3	-10	-10	-3	0.2	-4	x	-0.1
O=C(CC(Cc1ccccc1)C(=O)O)Nc1ccccc1 (stereo not given)	-2	-4	-2	-1	0.0	-2	-2	0.0
CC(C)(C)C(=O)NC1(C(F)(F)F)NC(=O)N(Cc2ccccc2)C1=O (stereo not given)	0	1	9	x	0.2	x	-5	x
CCCNC(=O)C[C@H]1CC[C@@H]2[C@H](COc3ccc(NC(=O)c4cscn4)cc3C(=O)N2C)O1	0	-16	-1	-1	0.0	4	1	0.1
COc1ccc(-c2cc3nc4n(c(=O)c3s2)CCC4)cc1	-1	-10	u	-67	x	-2	x	x
COc1ccccc1C(=O)NC(=S)Nc1ccc(NC(=O)c2cccs2)cc1	-2	3	-3	x	-0.1	x	0	x
CCCn1c(NC(=O)CSCC(=O)Nc2cc(C)on2)nc2ccccc21	-3	-8	-3	4	-0.1	-12	-10	-0.4
C[C@H](CO)N1C[C@H](C)[C@H](CN(C)S(=O)(=O)c2cccs2)Oc2ccc(NC(=O)Cc3cn(C)c4ccccc34)cc2C1=O	-8	-18	-10	1	-0.8	-2	x	x
O=Cc1ccc(O)cc1O	-1	-6	1	-3	x	-6	x	x
Cc1ccc(OCCSc2nnc(C)c(=O)n2N)cc1	17	-10	-8	3	0.1	x	4	x
COc1ccc(N(CC(=O)N2CCC(Cc3ccccc3)CC2)S(C)(=O)=O)cc1	16	13	13	x	0.0	x	11	x
COc1cccc(N(Cc2nnc3n2CCCCC3)C(=O)Nc2ccccc2)c1	-4	0	-10	-1	0.0	11	-4	5.4
CC1(C(=O)NS(=O)(=O)c2ccc(F)cc2F)CCN1C(=O)Cc1cccc2ccccc12 (stereo not given)	0	-4	-8	7	0.0	-7	2	-0.1
O=C(Cn1c(=O)cnc2ccccc21)N1CCN(S(=O)(=O)c2ccc(F)cc2)CC1	0	-17	0	0	0.0	-14	-2	x
C/C=C/c1ccc([C@@H]2[C@@H](CN(C)C(=O)CC)N(C(=O)NC(C)C)[C@H]2CO)cc1	6	8	5	-2	0.0	-9	x	0.1
Cc1noc(C)c1S(=O)(=O)Nc1ccc2c(c1)C(=O)N([C@H](C)CO)C[C@@H](C)[C@H](CN(C)S(=O)(=O)c1c(C)noc1C)OCCCC[C@@H](C)O2	9	-20	9	-2	0.2	-4	-2	-0.3
COc1cccc(OC)c1C(=O)Nc1nnc(-c2cccs2)s1	0	-6	-5	11	0.2	6	4	10
O=C(CCC(=O)OCC(F)(F)C(F)F)Nc1ccccc1F	-2	-7	16	x	0.0	x	0	x
CC(C)OC(=O)N(C)C[C@H]1OCc2cn(nn2)CCCC(=O)N([C@H](C)CO)C[C@H]1C	-5	4	6	0	0.9	-5	0	-0.1
COc1ncnc2c1ncn2CCCNCCN1CCOCC1	-1	-8	0	-2	0.2	-2	-5	-0.1
